Compound activity (PubChem)
mHTT CaM bind: disrupts binding of mutant huntingtin to calmodulin; P42858; AlphaScreen His-mHTT/GST-CaM binding, luminescence; inhibition, % at 15 µM; actives 3.6% (n = 190,000); AID 1671202;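 also: 0% = both proteins with DMSO and 100% = one protein alone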
Target sequence (P42858 whole entry, looked up, stated change not applied): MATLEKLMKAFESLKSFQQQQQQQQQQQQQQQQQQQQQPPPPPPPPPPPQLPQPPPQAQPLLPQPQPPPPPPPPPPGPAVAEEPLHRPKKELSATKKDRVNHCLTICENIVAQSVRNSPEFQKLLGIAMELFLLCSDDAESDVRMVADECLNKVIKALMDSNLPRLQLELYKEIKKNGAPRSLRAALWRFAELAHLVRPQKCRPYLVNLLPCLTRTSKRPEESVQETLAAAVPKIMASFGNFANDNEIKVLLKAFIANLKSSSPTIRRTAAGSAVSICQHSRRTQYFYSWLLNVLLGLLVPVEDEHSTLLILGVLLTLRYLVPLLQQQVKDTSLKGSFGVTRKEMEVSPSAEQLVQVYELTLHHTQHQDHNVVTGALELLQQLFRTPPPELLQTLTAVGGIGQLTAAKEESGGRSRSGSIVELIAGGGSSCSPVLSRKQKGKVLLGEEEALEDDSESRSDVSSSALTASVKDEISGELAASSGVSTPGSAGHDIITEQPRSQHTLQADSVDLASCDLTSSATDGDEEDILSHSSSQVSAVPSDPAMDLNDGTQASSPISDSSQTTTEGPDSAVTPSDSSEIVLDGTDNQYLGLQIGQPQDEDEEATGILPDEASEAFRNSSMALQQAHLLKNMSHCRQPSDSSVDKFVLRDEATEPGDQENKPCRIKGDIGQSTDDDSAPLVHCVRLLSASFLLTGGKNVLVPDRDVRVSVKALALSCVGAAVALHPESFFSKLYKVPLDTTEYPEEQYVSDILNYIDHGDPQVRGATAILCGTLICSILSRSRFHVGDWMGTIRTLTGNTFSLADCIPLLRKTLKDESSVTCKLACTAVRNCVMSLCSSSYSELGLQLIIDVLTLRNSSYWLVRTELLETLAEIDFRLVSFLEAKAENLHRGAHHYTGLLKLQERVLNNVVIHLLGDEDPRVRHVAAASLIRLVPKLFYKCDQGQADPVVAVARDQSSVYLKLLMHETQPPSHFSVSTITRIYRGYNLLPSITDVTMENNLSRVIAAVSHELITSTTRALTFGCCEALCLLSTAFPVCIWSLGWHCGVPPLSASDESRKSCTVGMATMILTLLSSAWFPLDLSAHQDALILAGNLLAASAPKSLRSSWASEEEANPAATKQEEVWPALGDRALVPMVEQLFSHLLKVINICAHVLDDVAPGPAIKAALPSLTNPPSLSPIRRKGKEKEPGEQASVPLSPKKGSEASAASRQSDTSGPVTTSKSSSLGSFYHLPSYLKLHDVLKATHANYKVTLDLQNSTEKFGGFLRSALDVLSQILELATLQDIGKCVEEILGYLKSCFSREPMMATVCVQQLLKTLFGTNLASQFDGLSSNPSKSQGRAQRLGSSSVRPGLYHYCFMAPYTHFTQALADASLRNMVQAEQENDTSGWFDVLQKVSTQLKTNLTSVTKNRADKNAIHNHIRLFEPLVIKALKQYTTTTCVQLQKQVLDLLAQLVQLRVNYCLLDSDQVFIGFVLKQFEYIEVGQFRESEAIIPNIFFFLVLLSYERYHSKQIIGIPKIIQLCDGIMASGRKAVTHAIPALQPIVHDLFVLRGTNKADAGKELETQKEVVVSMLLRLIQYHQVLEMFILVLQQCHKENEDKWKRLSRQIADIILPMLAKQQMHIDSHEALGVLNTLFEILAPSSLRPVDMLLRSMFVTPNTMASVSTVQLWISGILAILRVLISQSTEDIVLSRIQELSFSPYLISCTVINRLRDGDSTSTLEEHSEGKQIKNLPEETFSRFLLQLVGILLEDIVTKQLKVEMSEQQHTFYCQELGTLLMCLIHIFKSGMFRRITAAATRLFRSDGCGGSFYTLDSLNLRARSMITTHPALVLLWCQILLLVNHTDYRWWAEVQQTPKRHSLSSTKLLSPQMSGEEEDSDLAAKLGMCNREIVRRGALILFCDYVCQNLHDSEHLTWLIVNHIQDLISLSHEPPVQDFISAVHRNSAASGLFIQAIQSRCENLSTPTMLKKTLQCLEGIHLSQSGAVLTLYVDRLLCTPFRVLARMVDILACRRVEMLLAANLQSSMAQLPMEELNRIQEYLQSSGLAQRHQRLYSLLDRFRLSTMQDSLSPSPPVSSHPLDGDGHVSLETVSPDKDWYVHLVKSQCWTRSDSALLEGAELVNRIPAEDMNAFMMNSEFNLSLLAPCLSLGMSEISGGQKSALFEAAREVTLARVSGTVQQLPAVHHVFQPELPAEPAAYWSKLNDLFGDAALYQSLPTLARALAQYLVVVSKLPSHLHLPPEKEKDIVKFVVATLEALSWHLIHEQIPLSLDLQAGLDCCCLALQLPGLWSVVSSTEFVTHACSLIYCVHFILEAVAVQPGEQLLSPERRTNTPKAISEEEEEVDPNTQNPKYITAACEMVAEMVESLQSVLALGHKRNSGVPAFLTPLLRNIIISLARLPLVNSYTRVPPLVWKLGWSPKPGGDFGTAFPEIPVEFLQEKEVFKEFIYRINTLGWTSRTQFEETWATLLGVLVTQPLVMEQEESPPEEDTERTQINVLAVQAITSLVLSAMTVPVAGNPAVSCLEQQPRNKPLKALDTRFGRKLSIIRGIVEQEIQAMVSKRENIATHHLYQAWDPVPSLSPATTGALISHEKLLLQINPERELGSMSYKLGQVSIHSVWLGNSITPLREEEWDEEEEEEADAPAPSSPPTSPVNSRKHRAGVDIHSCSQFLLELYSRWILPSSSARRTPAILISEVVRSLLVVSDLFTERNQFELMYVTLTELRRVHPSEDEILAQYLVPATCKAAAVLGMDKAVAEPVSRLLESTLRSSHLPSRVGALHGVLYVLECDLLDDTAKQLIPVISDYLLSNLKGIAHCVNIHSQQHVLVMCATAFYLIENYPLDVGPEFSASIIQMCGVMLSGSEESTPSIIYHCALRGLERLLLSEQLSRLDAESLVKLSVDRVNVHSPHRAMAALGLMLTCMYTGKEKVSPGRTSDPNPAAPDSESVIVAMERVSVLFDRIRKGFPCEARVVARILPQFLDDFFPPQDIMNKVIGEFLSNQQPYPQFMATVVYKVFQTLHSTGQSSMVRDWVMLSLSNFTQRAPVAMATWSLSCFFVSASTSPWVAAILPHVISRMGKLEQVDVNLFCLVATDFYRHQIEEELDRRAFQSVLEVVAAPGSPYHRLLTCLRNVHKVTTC
Pf apPOL inh: Pf-apPOL DNA polymerase inhibition. inhibition, % at 10 µM. actives 0.25% (n = 210,000). AID 1794808. Recombinant Pf-apPOL, molecular beacon fluorescence, 1.5 h
The depositor's hits bear a star; x = no result given; & = joins results of further samples. Rule as the data show it: active = inhibition above about 50%; inactive = the rest.

(1) O=C(Nc1cccnc1)c1cc(-c2ccco2)on1
(2) Cc1nnsc1C(=O)Oc1ccc([N+](=O)[O-])cc1
(3) OC(COCc1ccc(Cl)cc1)CN1CCN(c2ccccn2)CC1 (stereo not drawn)
(4) CCCN(CCO)C/C(C)=C/c1ccccc1
(5) CCCc1nc2c(c(=O)n1CC(=O)Nc1ccc(C)cc1C)CCN(Cc1ccccc1)C2
(6) COc1ccc(CN2CCCC2c2cc(C)no2)c(OC)c1OC (stereo not drawn)

entry no.	1	2	3	4	5	6
mHTT CaM bind	-1	x	6	-9	-6	16
Pf apPOL inh	-4	1	6	-4	-8	-2

(7) Cc1c(C(=O)NC2CCCC(C)C2C)oc2ccc(S(=O)(=O)N3CCCCC3)cc12 (stereo not drawn)
(8) CCOc1ccc(-n2nc3cc(C)c(NC(=O)c4ccco4)cc3n2)cc1
(9) O=C(NC1CCCC1)c1c[nH]c2ccc(S(=O)(=O)Nc3cccc(C(F)(F)F)c3)cc2c1=O
(10) O=c1c(-c2ccc(Cl)cc2)coc2cc(O)ccc12
(11) Cc1nc(S(=O)(=O)N2CC3CC(NC(=O)c4ccccc4)C2C3)cn1C (stereo not drawn)
(12) CC(C)(N)C(=O)N[C@H](COCc1ccccc1)C(=O)N1CCC2(CC1)CN(S(C)(=O)=O)c1ccccc12

entry no.	7	8	9	10	11	12
mHTT CaM bind	-9	-1	23	22&19	-2	x
Pf apPOL inh	-6	3	-2	-4&-1	-6	5

(13) Cc1ccc(CNC(=O)c2cnc3c(-c4cccc(C(F)(F)F)c4)cnn3c2C)o1
(14) COCCn1c(CC2CCN(C(=O)c3ccc(OC)cc3C)C2)nc2cccnc21 (stereo not drawn)
(15) Cn1nc(-c2nc(-c3ccccc3)no2)c2c1CCN(S(=O)(=O)c1ccccc1F)C2
(16) O=C(NCc1ccc2c(c1)OCO2)Nc1ccc2snnc2c1
(17) Cc1nc2c(C(=O)NC3CC3)cnn2c(C)c1Cc1ccccc1F
(18) Nc1nsc2ccc([N+](=O)[O-])cc12

entry no.	13	14	15	16	17	18
mHTT CaM bind	0	1	-2	1	6	x
Pf apPOL inh	-5	-2	-4	1	4	1

(19) CCCCNC(=O)c1nnn(-c2ccc(Cl)cc2)c1-c1cccnc1
(20) Cc1cccc(NC(=O)c2cc(S(=O)(=O)NC3CCCCC3C)ccc2F)c1C (stereo not drawn)
(21) CNC(=O)C1CN(C(=O)c2ccc(C)c(C)c2)CC12CCCC2 (stereo not drawn)
(22) CCCCc1ccc(NC(=O)C=C2SC(=O)NC2=O)cc1
(23) COc1cc(OC)c(OC)cc1C=C1Oc2cc(OC(C)=O)ccc2C1=O
(24) O=C(CCN1C(=O)c2ccccc2C1=O)N1CCc2ccccc2C1

entry no.	19	20	21	22	23	24
mHTT CaM bind	-5	-4	-3	8	-8	0
Pf apPOL inh	-4	-5	-5	-7	-28	-8

(25) CCC(C)NS(=O)(=O)c1ccc(OC)c(OC)c1 (stereo not drawn)
(26) CC(=O)c1ccc(NC(=O)c2ccc3nc(-c4ccco4)c(-c4ccco4)nc3c2)cc1
(27) Cc1ccc2oc(=O)n(CCc3noc(-c4ccccc4)n3)c2c1
(28) CCNC(=O)c1cc2c(=O)n3cccc(C)c3nc2n(CCCOC)c1=N
(29) CC1=C(C(=O)Nc2ccccn2)C(c2ccccc2Cl)C2=C(CCCC2=O)N1 (stereo not drawn)
(30) CCCn1c(-c2ccccc2)nc2c(=O)n(C)c(=O)[nH]c21

entry no.	25	26	27	28	29	30
mHTT CaM bind	3	100*	x	3	-1	2&3
Pf apPOL inh	-3	-4	-4	-3	-5	9&-10

(31) O=C1NN(c2ccccc2)C(=O)/C1=C/c1ccc(-c2cc(Cl)ccc2Cl)o1
(32) Cc1[nH]nc2c1C1(CCN(Cc3ccccc3)CC1)C(C#N)=C(N)O2
(33) COc1ccc(CN2CCCC2c2cc(C)on2)cc1OC (stereo not drawn)
(34) CC(=O)n1c2ccccc2c2cc(Br)ccc21
(35) c1ccc(OCCSc2nc3ccccc3[nH]2)cc1
(36) CC1Cc2nc(SCC(=O)NCC3CCCO3)n(-c3ccc(F)cc3)c(=O)c2S1 (stereo not drawn)

entry no.	31	32	33	34	35	36
mHTT CaM bind	5	-4	6	-13	-17	-21
Pf apPOL inh	-12	-1&0	4	2	-4	2

(37) COc1ccc(-c2nnc3n2CCN(Cc2ccc(C#N)cc2)C3)cc1
(38) O=C(O)CCc1ccc(-c2cccs2)[nH]1
(39) Oc1cccc(C2c3cccn3CCCN2Cc2cc(Cl)ccc2O)c1 (stereo not drawn)
(40) CCCCC(C(=O)NN=Cc1cccs1)C(=O)NN=Cc1cccs1 (stereo not drawn)
(41) COc1ccccc1NC(=O)CN(c1ccc(Br)cc1)S(=O)(=O)c1ccccc1
(42) CCC(=O)NCCc1csc(C2CCCN(C(=O)c3ccc(C#N)cc3)C2)n1 (stereo not drawn)

entry no.	37	38	39	40	41	42
mHTT CaM bind	-7	25	100*	x	-6	2
Pf apPOL inh	7	-6	-2	0	-14	0

(43) Cc1ccc(C)c(NC(=O)CSc2nc3c(c(=O)n2-c2ccc([N+](=O)[O-])cc2)SCC3)c1
(44) COc1ccc([C@H]2C[C@@H](n3cc(C4CC4)nn3)[C@H](O)CN2C(=O)c2cccs2)cc1
(45) O=C(NC1CCN(Cc2ccccc2)CC1)C1CC(=O)N(C2CCCCC2)C1 (stereo not drawn)
(46) CCN(CCNC(=O)C1CCN(c2nccc(C)n2)CC1)Cc1ccccc1
(47) Cc1ccc(OCc2nnc(SCC(=O)NCc3ccccc3)o2)cc1
(48) O=C(NCc1ccncc1)c1ccc(I)cc1

entry no.	43	44	45	46	47	48
mHTT CaM bind	2	-4	9	-1	-1	-8
Pf apPOL inh	1	-6	0	-6	-3	-2

(49) COc1cccc2cc(NC(=O)/C=C/c3cccc([N+](=O)[O-])c3)c(=O)oc12
(50) COC(=O)c1c2c(nc3ccc(F)cc13)CCN(C(=O)c1ccc(OC)cc1)C2
(51) CC(=O)c1cccc(NS(=O)(=O)c2cccc(C(=O)Nc3ccccc3[N+](=O)[O-])c2)c1
(52) Clc1nc(C(Cl)(Cl)Cl)nc2ccccc12
(53) N[C@@H]1CS(=O)(=O)C[C@H]1O
(54) Cc1cc(NC(=O)c2ccc(F)cc2)ccc1NC(=O)c1ccccc1

entry no.	49	50	51	52	53	54
mHTT CaM bind	-5	20	26	100*	-4	-5
Pf apPOL inh	-2	0	-6	2	x	-4

(55) Cn1c(CC2CCN(C(=O)COc3ccc(F)c(F)c3)C2)nc2cccnc21 (stereo not drawn)
(56) CCCC(=O)Nc1c2c(nn1-c1cccc(C)c1C)CS(=O)C2 (stereo not drawn)
(57) c1ccc(C2CCC(NCc3ccc4c(c3)OCO4)CC2)cc1 (stereo not drawn)
(58) CCCOc1ccc(C2C(=O)N(C3CCC(C)CC3)CC(=O)N2C2CC2)cc1OC (stereo not drawn)
(59) COc1ccc(C(=O)Nc2ccc(-c3cc4ccccc4oc3=O)c(OC)c2)cc1
(60) COc1cccc(OCc2nc(C(=O)N3CCCC3)cs2)c1

entry no.	55	56	57	58	59	60
mHTT CaM bind	8	6	-5	18	-6	0
Pf apPOL inh	-2	-4	11	-10	-1	3

(61) COC(OC)C12c3ccccc3C(c3ccccc31)C1C(=O)N(CCO)C(=O)C12 (stereo not drawn)
(62) CCCc1cc(C2CCCN2C(=O)c2cc(-c3ccc(OC)cc3)on2)no1 (stereo not drawn)
(63) O=C(Nc1ccc(F)cc1)C1CC(=O)N(CCc2c[nH]c3ccc(F)cc23)C1 (stereo not drawn)
(64) O=C(NC1CC(=O)N(c2ccc3c(c2)OCO3)C1)c1ccco1 (stereo not drawn)
(65) O=C(Cc1cccs1)NCCS(=O)(=O)N1CCc2ccccc2C1
(66) CCOC(=O)c1c(Sc2ccccc2)cnn1C(=O)c1ccc(C(F)(F)F)cc1

entry no.	61	62	63	64	65	66
mHTT CaM bind	1	-3	-1	-6	-2	x
Pf apPOL inh	2	0	0	-3	25	-13

(67) CCN1CCN(c2ccc(NC(=O)c3cccc(C)c3)cn2)C1=O
(68) Cn1ncc(COC(=O)Nc2c(Cl)cccc2Cl)c1C(F)(F)F
(69) Cc1ccc(C)c(C2=C/C(=C3/c4ccccc4-c4ncccc43)C(=O)O2)c1
(70) COc1nccnc1N1CCC(NC(=O)COc2ccc(C)cc2)C1 (stereo not drawn)
(71) CC1=CC(c2ccccc2)n2nc(N3C(=O)c4ccccc4C3=O)nc2N1 (stereo not drawn)
(72) O=C(c1cccs1)N1CC(C(=O)N2CCCC2)C2(CCCCC2)C1 (stereo not drawn)

entry no.	67	68	69	70	71	72
mHTT CaM bind	-5	x	6	3	6	1
Pf apPOL inh	1	-9	-3	-2	-2	-3

(73) COc1ccc(/C=C2\N=C(c3ccc(OC)c([N+](=O)[O-])c3)OC2=O)c(OC)c1
(74) O=C(Nc1ccc2nsnc2c1)N1CCCCCC1
(75) O=C(OCc1cn([C@@H]2C[C@H](c3ccccc3)N(C(=O)C3CCCCC3)C[C@H]2O)nn1)c1ccccc1
(76) CC(=O)OCC(OC(C)=O)C(OC(C)=O)C(O)C1SCC(C(=O)N(C)C)N1C(C)=O (stereo not drawn)
(77) Cc1ccc(S(=O)(=O)N2CCC(=O)N([C@H](COCc3ccccc3)C(C)C)CC2)cc1
(78) O=C(CSc1nnc2sc3ccccc3n12)c1ccc2c(c1)OCCO2

entry no.	73	74	75	76	77	78
mHTT CaM bind	-1	-2	2	x	-7	-16
Pf apPOL inh	-2	0	-2	1	-3	-2

(79) CC(=O)N1CCc2cc(N3CC(C(=O)Nc4cccc(Cl)c4C)CC3=O)ccc21 (stereo not drawn)
(80) COc1ccc(C2C=C(c3ccc(Cl)cc3)Nc3nc(CCCO)nn32)cc1OC (stereo not drawn)
(81) COc1cccc2cc(C(=O)Nc3cccc(Cl)c3)c(=O)oc12
(82) O=C1NCCCn2cc(S(=O)(=O)Nc3ccccc3)cc21
(83) CCc1cc(C2CCCN2C(=O)C(C)(C)C)on1 (stereo not drawn)
(84) CCC(=O)Nc1cnc(-c2ccc(OC)cc2)nc1

entry no.	79	80	81	82	83	84
mHTT CaM bind	1	52*	2	8	-9	-4
Pf apPOL inh	-7	12	-2	20	-1	5

(85) Cc1scc2nc(C(=O)N3CCN(C(C)C)CC3)nc(N(C)C)c12
(86) COc1ccc(SCCN2CC[C@@H](NC(=O)OCc3ccccc3)CCC2=O)cc1
(87) O=C(Cn1cnc([N+](=O)[O-])n1)N1c2ccccc2Sc2ccccc21
(88) Cc1csc2ncc(C(=O)Nc3cc(C(F)(F)F)ccc3Cl)c(=O)n12
(89) Cc1nc2ccccc2n1CC(O)COc1cccc(C(=O)O)c1 (stereo not drawn)
(90) Cc1c(C(=O)NC(=O)Nc2ccc(Cl)cc2)c(Cl)nc(Cl)c1[N+](=O)[O-]

entry no.	85	86	87	88	89	90
mHTT CaM bind	6	16	3	1	5	6
Pf apPOL inh	-7	-5	-16	-6	-5	-4

(91) O=C(c1ccc(Cl)cc1Cl)N1CCN(c2ccccc2)CC1
(92) CCN(CC)c1ccc(NC(=O)c2ccoc2C)cc1
(93) COc1ccccc1-c1c(C)oc2cc(OC(=O)c3ccc4c(c3)OCO4)ccc2c1=O
(94) CCc1ccccc1NC(=O)N1CCOc2ccccc21

entry no.	91	92	93	94
mHTT CaM bind	-5	11	5	-6
Pf apPOL inh	8	-6	-3	-6

Not a hit list. About 3.6% of those tested had a hit in this group.
